# Source: PubChem
# NCI-60 one-dose screen, 48 h, at 10 µM unless noted. Numbers give growth in % (100 = growth as untreated, 0 = no growth, -100 = all killed).
# CAKI-1: CAKI-1 renal cancer; 4.7% of 75,000 active
# A498: A498 renal cancer cells | AID 1794774 | 5.4% of 76,000 active
# NCI-H460: NCI-H460 lung cancer; 6.8% of 82,000 active; AID 1794736
# NCI-H23: NCI-H23 lung cancer; AID 1794731; 4% of 80,000 active
# NCI-H226: NCI-H226 lung cancer; 3.5% of 79,000 active; AID 1794732
# ACHN: ACHN renal cancer; AID 1794771; 4.9% of 81,000 active
# RXF 393: RXF 393 renal cancer cells; 6.9% of 77,000 active; AID 1794773
# NCI-H522: NCI-H522 lung cancer. 8% of 78,000 active. AID 1794739
# NCI/ADR-RES: NCI/ADR-RES ovarian cells | 4.4% of 81,000 active | AID 1794790
# The depositor's hits bear a star; x = no result given. Rule for the calls: active = growth percent below 10; inactive = the rest.
canonical_smiles,NCI-H23,CAKI-1,A498,NCI-H460,NCI-H226,NCI/ADR-RES,RXF 393,NCI-H522,ACHN
Cc1ccccc1NC(=O)COc1cc(O)c2c(=O)cc(-c3ccccc3)oc2c1,98,85,108,79,x,98,105,84,89
CC1CC(=O)NN1 (stereo not given),93,95,101,105,108,100,x,83,107
COc1cccc(NC2=CC(=O)C(C)=C(C)C2=O)c1,x,93,67,101,97,x,56,50,71
COc1ccc2nc(-n3c(=O)c4cccnc4n(-c4cc(OC)c(OC)c(OC)c4)c3=O)sc2c1,104,114,109,133,102,110,102,110,106
Clc1ccc(-c2cn3cc(Cc4ccc(Cl)cc4Cl)sc3n2)cc1,x,57,88,85,96,110,116,95,68
COc1ccc(/C=C2\C(=O)ON=C2C)cc1OC,103,94,81,103,96,100,118,87,97
NC(=Nc1ccccc1)SCCCSC(N)=Nc1ccccc1,93,76,80,100,94,86,99,69,82
CC(C)(C)CC(C)(C)C1=CC(=O)C(C(C)(C)CC(C)(C)C)=CC1=O,95,103,111,112,107,102,112,88,101
CC(C)S(=O)(=O)c1ccccc1NC(=O)c1cc(-c2ccc(F)cc2F)ccc1O,101,94,78,104,101,99,117,92,99
CCOC(=O)NC(/C=C/c1ccccc1)NC(=O)OCC,102,94,89,108,102,109,121,100,109
O=C(/C=C/c1cn(-c2ccccc2)nc1-c1ccccc1)OCc1cn(-c2cccc([N+](=O)[O-])c2)nn1,91,82,67,94,97,95,105,60,90
COC(=O)/C(=C\c1ccc([N+](=O)[O-])cc1)NC(=O)c1ccccc1,107,120,96,113,105,116,122,87,112
COc1cc2nc(-c3ccc(C#N)cc3)[nH]c(=O)c2cc1OC,104,92,120,105,91,99,x,104,118
CCc1cccc2c1S/C(=C/c1ccc(OC)cc1)C2=O,50,7.0*,104,56,86,30,40,43,54
NS(=O)(=O)c1ccc(Nc2nc(SCC(=O)c3ccc(Cl)cc3)nc3ccccc23)cc1,x,74,75,97,87,105,103,88,89
CCc1ccc(Oc2cn[nH]c2-c2ccc(OCc3ccc(F)cc3)cc2O)cc1,91,97,125,89,87,96,102,71,105
CCNc1ccc(N=Nc2c(S(=O)(=O)O)cc3cc(S(=O)(=O)O)cc(O)c3c2O)cc1,107,102,96,100,101,113,110,86,126
N/C(Cc1ccc(N)cc1)=N\O,96,87,100,109,105,103,111,107,108
Cc1cccc[n+]1CCc1ccccc1,100,x,87,104,96,107,107,94,108
Nc1cc(Cl)c(S(N)(=O)=O)cc1S(N)(=O)=O,87,107,116,106,93,35,x,69,101
N/C(=N\S(=O)(=O)c1cc(C(F)(F)F)cc(C(F)(F)F)c1)c1ccncc1,87,96,105,108,x,95,113,93,96
CC(C)OC(=O)Nc1cc(F)ccc1F,93,97,97,106,91,102,106,100,100
O=C(Nc1nccs1)c1ccc([N+](=O)[O-])cc1,100,84,101,107,97,102,102,126,104
Cc1ccc(/C=C/C(=O)c2ccc3c(c2)OCO3)s1,95,84,94,113,90,96,103,77,96
CCc1cccc(C)c1NC(=O)c1sc2nc3c(cc2c1N)CCCC3,89,99,18,43,64,81,75,62,72
CCOC(=O)CSc1ncnc2c1c(-c1ccccc1)c(-c1ccccc1)n2-c1cccc(Cl)c1,90,83,108,99,90,93,106,74,84
CCCCN(CCCC)CCCCCCCCCCO,97,105,123,110,105,103,106,76,97
Cc1ccc2nc(-c3ccc(OCC(=O)NN)cc3)[nH]c2c1,85,76,76,101,90,96,96,86,92
Cc1ccc(S(=O)(=O)NC(=O)c2ccccc2)cc1,x,94,87,105,102,97,108,106,98
Nc1ccc(S(=O)(=O)Nc2cc(F)cc(F)c2)cc1,111,100,95,110,104,117,20,95,99
OC1c2ccccc2C=Cc2ccccc21,103,88,106,104,99,105,97,92,98
COc1ccc2nc3cc(Cl)ccc3c(NCCCNCCO)c2c1,-22*,19,-57*,-8.1*,-9.5*,62,x,-87*,-9.6*
C=CCN1c2cccc3cccc(c23)N(CC=C)C1c1cn(-c2ccccc2)nc1-c1cccc([N+](=O)[O-])c1,77,72,x,96,86,96,115,76,86
CCCCOC(=O)C(N)Cc1ccc(O)cc1 (stereo not given),107,99,103,106,99,107,114,103,111
NC1=CNNc2c3ncnc-3ncn21,105,102,85,107,102,106,x,101,106
O=c1cc(-c2ccccc2)oc2cc(OCCCC[P+](c3ccccc3)(c3ccccc3)c3ccccc3)cc(O)c12,-93*,-97*,-83*,-76*,-29*,-68*,x,-82*,-100*
CCOC(=O)C1C(=O)CC(=O)C(C(=O)OCC)C1c1ccc(O)cc1 (stereo not given),102,95,90,106,102,105,103,109,102
Cc1cc(C)n(-c2nc3sc(C(N)=O)c(C)c3c(=O)n2Cc2ccccc2)n1,108,80,108,113,102,107,101,109,97
CC(C)(C)c1cc(NCc2cccnc2)n(-c2ccccc2)n1,103,x,102,104,101,97,102,92,99
N#Cc1c(Nc2ccccc2)nn2c(-c3ccc(Cl)cc3)ccnc12,104,95,x,103,99,105,66,89,104
Cc1ccc(NCCN(C)CC(C)O)c2c(=O)c3ccccc3sc12 (stereo not given),57,x,68,16,66,45,25,44,29
CC(=O)NNC(=S)N/C=C/c1c(C)ccc([N+](=O)[O-])c1[N+](=O)[O-],95,99,105,102,110,98,105,88,98
CCOC(=O)c1cc(-c2ccc(Cl)cc2)n(-c2ccc(Cl)cc2Cl)c1C,87,83,105,104,94,98,101,68,100
Clc1ccc(/C=C/c2nc(N3CCOCC3)c3cc(Cl)c(Cl)cc3n2)cc1,93,83,73,96,82,78,91,66,98
C=CC[C@H]1CCC2=C(/C(C)=C/C)N(S(=O)(=O)c3ccc(C)cc3)CCC[C@H]2O1,95,72,73,100,83,95,106,86,96
NS(=O)(=O)c1ccc(NC(=O)Cn2c(=S)n(-c3ccccc3)c(=O)c3ccccc32)cc1,99,92,93,104,x,100,115,93,102
CCCCCC(=O)OC1CCCCC1C (stereo not given),94,97,94,109,103,104,105,90,109
CCCCCCCCCCCCCCCCCC(=O)OCC1CCCO1 (stereo not given),108,95,119,112,98,115,106,x,99
CC1(C)CCC(C)(C)C2CC3CC4C(CC3CC21)C(C)(C)CCC4(C)C (stereo not given),x,96,88,101,100,108,100,95,107
Cn1c(=O)c2c(nc(N3CCCC3)n2C)n(C)c1=O,96,94,82,102,102,103,104,92,106
Cn1cc(/C=N/Nc2cccc(Cl)n2)c2ccccc21,69,67,101,64,69,36,x,74,71
COc1ccc(C(C#N)=C2C=CC(=NO)C=C2)cc1,95,94,114,66,-14*,95,113,-25*,78
CCOC(=O)c1ccc(C=O)cc1,98,95,96,101,96,104,101,104,114
CC(C)CNc1nc(C#N)nc(NCC(C)C)n1,79,71,82,101,83,96,105,104,88
COc1ccc(C2CC(c3ccccc3)=Nc3ccccc3S2)cc1 (stereo not given),98,84,92,105,98,95,x,78,103
COc1ccc(Cl)cc1C/C=N/NC(=O)c1cccc(C)c1O,91,99,112,110,102,98,107,95,97
CC(=O)Nc1ccc(S(=O)(=O)c2ccnc3cc(Cl)ccc23)cc1,68,75,96,x,78,77,67,28,69
OC(c1ccccc1)c1ccccc1,112,88,112,111,108,111,111,x,94
CCCN1C(=O)/C(=c2\sc3n(c2=O)C2C(NN=3)N(CC)C(=O)N2CC)c2ccccc21 (stereo not given),38,34,5.2*,5.6*,57,0.1*,17,1.1*,33
NC1=NC(/C=C/c2ccccc2)n2c(nc3ccccc32)N1 (stereo not given),100,102,115,100,147,105,x,102,102

# Quoted at random: two records from the list.
canonical_smiles,NCI-H23,CAKI-1,A498,NCI-H460,NCI-H226,NCI/ADR-RES,RXF 393,NCI-H522,ACHN
Nc1cc(Cl)c(S(N)(=O)=O)cc1S(N)(=O)=O,87,107,116,106,93,35,x,69,101
CC(C)OC(=O)Nc1cc(F)ccc1F,93,97,97,106,91,102,106,100,100

# (further entries)
canonical_smiles,NCI-H23,CAKI-1,A498,NCI-H460,NCI-H226,NCI/ADR-RES,RXF 393,NCI-H522,ACHN
CC(=O)Nc1ccc(S(=O)(=O)Nc2nnc(C)c(C)n2)cc1,115,98,112,108,102,115,x,97,99
CNS(=O)(=O)c1ccc(Cl)c(Cl)c1,110,x,104,109,86,110,100,98,100
Cc1ccc(-c2csc(NC(=O)CSc3nc(C)cc(=O)[nH]3)n2)cc1,94,84,107,107,96,101,110,86,107
CCCCCC(C)N (stereo not given),100,92,112,112,97,97,105,111,97
CC(=O)OCc1ccc([N+](=O)[O-])cc1,114,98,116,115,112,120,122,106,111
CCCCCCCCCCCCCCCC(=O)OCc1cc(=O)c(O)co1,116,x,96,116,95,111,115,106,104
COC(=O)c1cc2c(=O)[nH]cc3c2c(n1)CCC3,106,97,104,101,112,108,100,102,105
COc1cc(-c2nc(SCCC(C)C)nc(Nc3ccccc3)c2C#N)cc(OC)c1OC,97,72,70,101,101,95,114,81,94
Cc1ccc(CCCC(=O)O)c(C)c1,103,100,101,102,93,107,100,x,98
NS(=O)(=O)c1ccc(-n2c(O)c(C3=c4cc(Cl)ccc4=NC3=O)sc2=S)cc1,105,91,109,116,77,104,95,86,92
c1ccc(Cn2cc3c(c2)-c2ncncc2CC3)cc1,92,88,100,103,94,105,112,99,102
CC(=O)Nc1ccc(-c2nc3ccc(-c4ccc(O)cc4)cc3[nH]2)cc1,73,36,89,77,86,80,110,59,70
CCCCOC(=O)c1ccc(NC(=O)CCl)cc1,10,x,99,36,71,65,90,-78*,-17*
C=C(c1cn(C(C)=O)c2ccccc12)c1cn(C(C)=O)c2ccccc12,59,38,74,86,94,68,94,x,77
O=C(Oc1ccc(Cl)cc1)c1ccc(Cl)cc1,99,107,120,111,97,115,108,94,104
CSc1c(-c2nc3ccccc3s2)c(N)nc2c(C#N)c(Nc3ccccc3)nn12,102,92,x,70,100,93,102,97,90
Fc1cccc(Cl)c1/C=N/Nc1nc(N/N=C/c2c(F)cccc2Cl)nc(N2CCCCC2)n1,45,14,53,20,54,15,-3.4*,10,4.2*
O=C(/C(Br)=C/c1ccncc1)c1ccc([N+](=O)[O-])cc1,x,94,96,98,104,117,135,95,99
COc1cc2nc(Cl)nc(Nc3cccc(C4=Nc5c(N)nc(N)nc5NC(c5ccc6c(c5)OCO6)C4)c3)c2cc1OC (stereo not given),79,83,105,56,85,93,56,74,94
Cc1ccc(S(=O)(=O)NCCCCC(N)C(=O)O)cc1 (stereo not given),102,93,101,125,101,110,107,78,108

# Seven entries from above, with two lines to a compound:
# Results follow in this order: NCI-H23	CAKI-1	A498	NCI-H460	NCI-H226	NCI/ADR-RES	RXF 393	NCI-H522	ACHN
CCCN1C(=O)/C(=c2\sc3n(c2=O)C2C(NN=3)N(CC)C(=O)N2CC)c2ccccc21 (stereo not given)
  38	34	5.2*	5.6*	57	0.1*	17	1.1*	33
Cc1ccc(-c2csc(NC(=O)CSc3nc(C)cc(=O)[nH]3)n2)cc1
  94	84	107	107	96	101	110	86	107
CC(C)(C)c1cc(NCc2cccnc2)n(-c2ccccc2)n1
  103	x	102	104	101	97	102	92	99
O=c1cc(-c2ccccc2)oc2cc(OCCCC[P+](c3ccccc3)(c3ccccc3)c3ccccc3)cc(O)c12
  -93*	-97*	-83*	-76*	-29*	-68*	x	-82*	-100*
NC1=CNNc2c3ncnc-3ncn21
  105	102	85	107	102	106	x	101	106
Cn1c(=O)c2c(nc(N3CCCC3)n2C)n(C)c1=O
  96	94	82	102	102	103	104	92	106
Nc1ccc(S(=O)(=O)Nc2cc(F)cc(F)c2)cc1
  111	100	95	110	104	117	20	95	99

# Other records:
canonical_smiles,NCI-H23,CAKI-1,A498,NCI-H460,NCI-H226,NCI/ADR-RES,RXF 393,NCI-H522,ACHN
CC(C)c1ccc(C2=C/C(=C\c3ccccc3)C(=O)N2CCc2ccc(S(N)(=O)=O)cc2)cc1,107,96,114,110,106,112,x,94,108
O=C(O)c1ccc(-n2c(=O)n(-c3cccc(C(F)(F)F)c3)c(=O)c3cc(-c4ccc(F)cc4F)ccc32)cc1,-4.4*,-6.8*,-21*,5.8*,10,3.1*,-1.9*,-7.9*,1.4*
O=[N+]([O-])c1cccc(C2c3sc4ccc(Cl)cc4c3Nc3nnc(-c4cccc(F)c4)n32)c1 (stereo not given),87,78,99,97,86,101,117,93,89
CN1CCCN(C(c2ccccc2)c2ccc(Cl)cc2)CC1 (stereo not given),91,78,56,93,94,94,87,103,99
COc1cc2c(c(OC)c1OC)C(c1cc(C3CCNCC3)ccc1F)NC(=O)N2 (stereo not given),101,103,84,104,95,104,105,68,106
CCNc1cccc2ccccc12,89,83,71,74,88,97,99,x,98
Cc1c2c(cn1Cc1ccccc1)CCc1cn(C)nc1-2,64,59,97,93,95,x,84,78,80
COC(=O)[C@]12CCC(C)(C)C[C@H]1C1=CC[C@@H]3[C@@]4(C)CCC(=O)NC(C)(C)[C@@H]4CC[C@@]3(C)[C@]1(C)CC2,99,88,100,98,93,104,106,87,94
COc1cc(C(=O)C[n+]2ccc3ccccc3c2)cc(OC)c1OC,97,93,x,101,96,101,101,93,106
N#CC(C#N)=Cc1ccc(Oc2ccccc2)cc1,96,99,92,109,99,98,115,76,100
C#CCN(Cc1ccccc1OC)Cc1ccccc1S(=O)c1ccccc1 (stereo not given),63,56,87,91,83,67,102,x,89
O=C1c2ccccc2C(=O)N1/N=C/c1ccc2c(c1)OCO2,120,110,81,112,101,110,107,64,94
O=C(O/C(=C/c1ccccc1)C(F)(F)F)c1ccccc1,109,99,89,117,102,103,108,105,110
O=C(Nc1cccc2ccccc12)OCc1ccccc1,106,92,81,109,103,106,113,83,108

# Not a hit list. About 12% of those tested had a hit in this group.
